# Bioassay records from PubChem BioAssay.
# Nrf2 activator: activators of Nrf2 (ARE) signaling. AREc32 ARE-luciferase reporter (MCF7-derived line), luminescence, 24 h. Potency, µM (doses to about 46.1 µM), for the others: at the top dose activation, most hits filed as activators. 410,000 tested, 0.31% active. AID 624171; further: potency means the concentration at half of the fitted maximal effect; % of control where 0% means no effect; nearly all actives have a fitted effect of over 65% in size
#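 Reporter line AREc32 (ARE-Fluc), seeded overnight in OPTI-MEM with 5% FBS; compound pin-transferred, 24 hr at 37 deg C, 5% CO2; luminescent read-out.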
# Akt phos inh: blocks phosphorylation of Akt. activity change, % for hits at 50 µM. AID 651550. 360,000 tested, 0.32% active. Neuro2A IGF-stimulated pAkt S473 HTRF, 20 min; stronger effect = lower value; in the data active means activity change below about -80%; inconclusive means mostly about -51% to -80%; further: on the % scale 0 is the no-effect control and ±100 the full control effect
#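 Single-point screen (50 µM final compound) in Neuro2A cells stimulated 20 min with 6 nM IGF at 37 deg C. After lysis, Ser473-phosphorylated Akt read by HTRF (ex 330 nm, em 615/665 nm) as the 665/615 ratio.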
# EPAC2 antag: EPAC2 (human) antagonism | EPAC2 GEF exchange of Rap1B-BODIPY-GDP, fluorescence | Potency, µM (top dose mostly 114 µM), for inactives: at the top dose activity, negative = inhibition, most hits filed as inhibitors | 360,000 tested, 0.18% active; further: potency means the concentration at half of the fitted maximal effect; on the % scale 0 is the no-effect control and ±100 the full control effect; nearly all actives have a fitted effect of over 45% in size; many of its hits are not listed in these tables
# Target sequence (Q8WZA2 whole entry, looked up): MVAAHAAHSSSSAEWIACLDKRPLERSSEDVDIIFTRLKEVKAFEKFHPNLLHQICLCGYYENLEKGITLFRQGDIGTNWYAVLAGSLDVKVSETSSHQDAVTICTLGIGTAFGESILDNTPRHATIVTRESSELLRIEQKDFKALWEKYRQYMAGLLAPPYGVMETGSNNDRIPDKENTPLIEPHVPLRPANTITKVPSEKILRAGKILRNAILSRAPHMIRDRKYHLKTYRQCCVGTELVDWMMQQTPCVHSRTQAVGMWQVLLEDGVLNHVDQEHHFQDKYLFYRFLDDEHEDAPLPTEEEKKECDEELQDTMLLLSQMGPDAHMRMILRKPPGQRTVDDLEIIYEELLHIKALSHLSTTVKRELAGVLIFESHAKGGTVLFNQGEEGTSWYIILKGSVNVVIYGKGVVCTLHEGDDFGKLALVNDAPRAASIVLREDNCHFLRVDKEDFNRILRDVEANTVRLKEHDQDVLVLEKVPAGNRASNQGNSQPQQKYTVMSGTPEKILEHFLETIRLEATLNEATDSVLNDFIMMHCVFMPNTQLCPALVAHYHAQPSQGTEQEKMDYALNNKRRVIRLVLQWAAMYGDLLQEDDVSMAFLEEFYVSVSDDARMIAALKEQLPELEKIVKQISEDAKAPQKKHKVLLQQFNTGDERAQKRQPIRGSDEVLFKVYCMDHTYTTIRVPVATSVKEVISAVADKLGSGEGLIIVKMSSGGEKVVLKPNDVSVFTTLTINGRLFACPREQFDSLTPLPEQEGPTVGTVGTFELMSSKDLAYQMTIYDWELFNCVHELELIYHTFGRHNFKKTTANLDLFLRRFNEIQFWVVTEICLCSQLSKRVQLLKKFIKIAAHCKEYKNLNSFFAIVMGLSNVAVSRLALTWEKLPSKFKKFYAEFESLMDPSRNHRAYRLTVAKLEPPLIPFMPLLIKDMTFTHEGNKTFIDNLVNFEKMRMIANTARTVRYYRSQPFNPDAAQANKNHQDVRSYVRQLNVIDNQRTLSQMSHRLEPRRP
# EPAC2 ag: activates human EPAC2 exchange factor. EPAC2 activation, biochemical qHTS; response scale: 100% = 6.5 mM cAMP response. Potency, µM (highest dose often 154 µM), without a hit: at the highest dose activation, usual class: activators. 360,000 tested, 0.079% active; further: potency means the concentration at half of the fitted maximal effect; nearly all actives have a fitted effect of over 50% in size
#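 Each well held 100 nM EPAC2, 250 nM RAP1B-BODIPY-GDP and 50 uM GDP. Fluorescence, read at 5-min intervals to 30 min, was referenced to a 6.5 mM cAMP positive control.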
# Nrf2 inh: blocks Nrf2 signaling; A549 ARE-Fluc reporter, luciferase luminescence, 18-24 h; 360,000 tested, 2.1% active; Potency, µM (doses to about 46 µM), for inactives: at the top dose activity change, negative = inhibition, actives largely listed as inhibitors; AID 504444; further: potency means the concentration at half of the fitted maximal effect; on the % scale 0 is the no-effect control and ±100 the full control effect; nearly all actives have a fitted effect of over 60% in size
#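 Concentration-response testing used A549 ARE_Fluc cells at 5000 cells/well. Following an 18-24 h compound incubation, viability was read by fluorescence (Ex 405/Em 525) and luciferase output by luminescence.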
# Mm-Cpn inhibitor: inhibitors of Methanococcus maripaludis chaperonin (MmCpn) | 330,000 tested, 0.031% active | Potency, µM (highest dose often 76.9 µM), for the others: top-dose activity, negative = inhibition, most hits filed as inhibitors | purified Mm-Cpn ATPase, ADP Transcreener TR-FRET | AID 504842; further: potency means the concentration at half of the fitted maximal effect; on the % scale 0 is the no-effect control and ±100 the full control effect; nearly all actives have a fitted effect of over 80% in size
#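 Purified archaeal chaperonin (25 nM final) was preincubated with compound for 10 min at 37°C, then ATP (10 uM final) was added for 30 min at 37°C in Tris pH 7.4/KCl/MgCl2/DTT buffer. ADP was quantified by HTRF Transcreener TR-FRET.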
# TGFb inhibitor: inhibitors of TGF-b signaling; HepG2 CAGA-GFP TGF-b/SMAD3 reporter, GFP fluorescence, 18 h; TGF-beta stimulated, 500 pg/mL final; Potency, µM (titrated, usually from 46.1 µM), inactives show at the highest dose activity, negative = inhibition, usual class: inhibitors; 410,000 tested, 1.2% active; further: potency means the concentration at half of the fitted maximal effect; on the % scale 0 is the no-effect control and ±100 the full control effect; nearly all actives have a fitted effect of over 65% in size
#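 First, reporter cells (HEPG2 CAGA-GFP) rested 2 h at 37 degrees C. Next, compounds were pinned in and TGF-beta added to 500 pg/mL final. After 18 h, GFP was imaged per cell and summed per well.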
# CCT modulator: cytosolic chaperonin activity modulation | activity change, % (concentration not given with the values), hits read low | 360,000 tested, 0.3% active | purified chaperonin ATPase assay, HTRF ADP detection, 30 min; in the data active means activity change below about -30%; further: on the % scale 0 is the no-effect control and ±100 the full control effect
#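 Nucleotide hydrolysis assay: TRiC at 20–40 nM final (set by batch activity) with 10 uM ATP, 30 min at 37 °C, in presence of 76 uM compound. Detection by competitive ADP HTRF, 30 min ambient.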
# A549 tox: counter-screen for Nrf2 inhibitors: cytotoxicity in A549 cells; A549 ARE-Fluc cells, CellTiter-Fluor viability, 18-24 h; Potency, µM (doses to about 46 µM), for inactives: at the top dose activity change, negative = cytotoxicity, usual class: inhibitors; 390,000 tested, 0.16% active; AID 504648; further: potency means the concentration at half of the fitted maximal effect; on the % scale 0 is the no-effect control and ±100 the full control effect
#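 A549 ARE-Fluc cells in 5% FBS OPTI-MEM, 5000 cells/well, rested 2 h then exposed to compounds in concentration-response for 18-24 h at 37 °C. Viability by CellTiter-Fluor fluorescence (Ex 405/Em 525) after 30 min; luciferase luminescence (BugLite, 15 min, RT) read afterwards.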
# Numbers without * were called inactive; i = inactive; ? = inconclusive; . = not tested or not shown; & = joins results of further samples; [ ] = another dose, or the depositor's remark. Unless noted, the call rests on the fitted dose curve; in most records, active means well fitted curve in the direction sought with a large enough effect; inconclusive means small, poorly fitted or top-dose-only effect, or another doubt; inactive means no such curve, though single readings can be large; an effect the other way counts as inactive or inconclusive.
SMILES,Nrf2 activator,Akt phos inh,EPAC2 antag,EPAC2 ag,Nrf2 inh,Mm-Cpn inhibitor,TGFb inhibitor,CCT modulator,A549 tox
COC(=O)CS(=O)(=O)c1nnc([C@H](Cc2ccccc2)NC(=O)OC(C)(C)C)o1,-2.3%,i,-3.2%,13.1%,?,-0.3%,?,-3.5,-16.1%
CCOC(=O)c1ccc(NC(=O)CSc2nccn2C)cc1,0.7%,i,-1.4%,5.7%,-12.6%,-2.5%,-1.6%,-1.3,-8.1%
O=C(COC(=O)c1cc[n+]([O-])cc1)Nc1ccc(Cl)cc1[N+](=O)[O-],-0.9%,i,-7.7%,-7.9%,-14.7%,2.0%,-9.6%,-1.1,-15.5%
CCOC(=O)C1CCCN(C(=O)c2ccc(-c3ccccc3)cc2)CC1 (stereo not given),-0.2%,i,-0.1%,11.9%,.,.,-2.8%,-1.7,.
COc1cccc(-c2csc(N3CCN(C(=S)Nc4ccccc4Cl)CC3)n2)c1,2.6%,i,-3.7%,19.6%,?,-9.8%,?,-2.2,-11.2%
CCN(CC(=O)Nc1c(F)cccc1F)C(=O)c1ccc(Cl)c(S(=O)(=O)N2CCCCC2)c1,-0.6%,i,4.6%,6.5%,-5.9%,-0.4%,-14.8%,-1.0,0.9%
NC(=O)COC(=O)c1sc2ccccc2c1Cl,-0.9%,i,-10.9%,2.8%,24.0%,-2.9%,-1.9%,-10.0,5.9%
Cc1ccc(NC(=S)NNC(=S)Nc2cccc(C(F)(F)F)c2)cc1,0.4%,i,0.4%,-0.3%,3.3%,0.8%,-9.5%,5.9,-5.0%
CCOC(=O)C1CCCN(C(=O)c2ccc3c(c2)N(Cc2ccccc2)C(=O)c2ccccc2S3=O)C1 (stereo not given),-0.3%&-0.8%,i,2.0%,0.6%,?,1.9%,10µM*,-0.1,0.0%&2.9%
Cc1cc(/C=C2/SC(=O)N(CC(=O)N3CCCC3)C2=O)ccc1N1CCOCC1,0.0%,i,?,6.0%,-5.1%,3.9%,23.7%,1.5,-0.1%
CCOC(=O)c1ccccc1NC(=O)C1CC(=O)N(C2CCCC2)C1 (stereo not given),17.1%,i,-0.7%,6.8%,1.5%,.,-1.5%,-0.9,3.7%
O=C(CCc1ccccc1)n1nc(-c2ccco2)nc1SCc1ccccc1,5.9%,i,2.3%,5.4%,11.4%,1.5%,1.8%,0.2,3.8%
CCCNC(=O)c1cc2c(c(-c3cccc(-c4ccc(F)cc4)c3)n1)[C@H](CCO)N(S(=O)C(C)(C)C)C2 (stereo not given in full),-0.5%,i,-18.8%,-7.9%,.,.,?,0.5,.
CCOC(=O)c1[nH]c2ccc(OC)cc2c1NC(=O)CN1CCSCC1,-0.3%,i,-0.2%,2.5%,18.4%,-3.3%,7.0%,-0.8,0.1%
CC(NC(=O)c1cccc2ccccc12)c1ccc2c(c1)CCCC2 (stereo not given),3.2%,i,1.9%,13.2%,-11.5%,-1.1%,-12.9%,-3.5,-1.0%
O=C(NCCCN1CCCC1)c1ccc2c(c1)N(Cc1cccc(Cl)c1)C(=O)c1ccccc1S2(=O)=O,-0.5%,i,3.6%,11.3%,.,.,?,0.5,.
Cc1ccc(C(=O)CSc2nnc(COc3ccccc3)o2)cc1,3.5%,i,3.1%,22.3%,-7.9%,1.5%,-5.0%,-1.8,3.9%
Cc1nnc(NC(=O)C2CC(=O)N(c3ccccc3)C2)s1 (stereo not given),-1.0%,i,5.7%,8.1%,-23.4%,3.9%,13.3%,-2.0,1.6%
CCc1ccc(NC(=O)C2CCC(CNS(=O)(=O)c3ccc4c(c3)CC(C)N4C(C)=O)CC2)cc1 (stereo not given),-0.7%,.,.,.,?,.,-18.0%,.,-6.2%
Cc1cc(Cl)ccc1NC(=O)C1CCCN1S(=O)(=O)c1ccc2c(c1)CCCC(=O)N2 (stereo not given),5.5%,.,.,.,-29.5%,.,?,.,-3.5%
CCOC(=O)c1cccc(Nc2c3c(nc4ccccc24)CCC3)c1,-1.8%,.,.,.,20.6µM*,.,?,.,-16.4%
O=C(c1ccc(NS(=O)(=O)c2ccc(Cl)cc2)cc1)N1CCOCC1,-0.3%,i,0.5%,10.2%,-26.8%,0.6%,-0.9%,-0.9,0.3%
CCOC(=O)C1(CC2CCCCO2)CCN(S(=O)(=O)c2c(C)nn(C)c2C)CC1 (stereo not given),0.4%,i,-2.2%,5.0%,4.8%,-1.3%,1.1%,0.3,3.0%
CSc1ccc(/C=C(/NC(=O)c2ccc(C)cc2)C(=O)Nc2cccc(C)c2)cc1,-0.8%,i,-17.0%,-1.8%,-9.1%,-1.7%,-3.6%,-1.9,2.3%
CC(C)n1c2ccccc2c2nnc(SCC(=O)Nc3ccccc3C(=O)O)nc21,0.1%,i,-10.8%,-6.1%,4.3%,-2.2%,?,-1.3,-4.3%

# The listing continues.
SMILES,Nrf2 activator,Akt phos inh,EPAC2 antag,EPAC2 ag,Nrf2 inh,Mm-Cpn inhibitor,TGFb inhibitor,CCT modulator,A549 tox
CCOC(=O)C1(CC2CCCCO2)CCN(Cc2nccn2-c2cccc(C)c2)CC1 (stereo not given),-0.4%,i,-11.3%,2.2%,-11.5%,-0.9%,?,2.7,1.9%
O=C(c1ccc(F)cc1)N1CCCC(C(=O)N2CCN(c3ccccc3)CC2)C1 (stereo not given),-0.3%,i,3.3%,7.1%,-1.8%,-6.7%,2.6%,-7.4,1.9%
O=S(=O)(Nc1ccc2c3c(cccc13)CC2)c1ccc(F)cc1,2.6%,i,-1.3%,18.3%,.,-0.1%,?,0.4,2.8%
CCOC(=O)CC(NC(=O)CCc1c(C)nc2c(-c3ccccc3)c(C)nn2c1C)c1ccc(C)cc1 (stereo not given),0.5%,.,.,.,?,.,10µM*,.,?
O=S(=O)(NCc1ccc(Cl)cc1)c1cccc2cccnc12,0.0%,i,-7.7%,12.5%,?,-0.6%,3.8%,0.2,-13.6%
N#CC1(NC(=O)CSc2n[nH]c(-c3ccccc3)n2)CCCCC1,0.3%,i,3.0%,12.9%,3.8%,0.1%,0.1%,-0.2,1.3%
O=C(CSc1ccc(Cl)cc1)Nc1nnc(-c2cccc([N+](=O)[O-])c2)s1,12.0%,i,-8.6%,-7.8%,?,-2.1%,3.9%,1.8,-0.4%
COc1ccccc1CNC(=O)COc1ccc(C)nc1[N+](=O)[O-],0.2%,i,-2.9%,11.9%,4.9%,1.1%,-9.8%,-3.4,?
CCOc1ccccc1NC(=O)NS(=O)(=O)c1ccc(C)cc1,0.4%,i,-2.0%[57.1 µM],-5.4%,7.9%,-1.2%,3.7%,-3.5,-15.4%
CN1CC=C2C(C#N)=C(N)C(C#N)(C#N)C(Cc3ccccc3)C2C1 (stereo not given),2.2%,i,-5.0%,11.8%,0.3%,-2.0%,1.3%,-1.3,-11.4%
CCCNC(=O)C1(C)CCCN(Cc2ccc(-c3ccccc3)o2)C1 (stereo not given),-0.1%[9.22 µM],i,?,1.1%,.,.,-16.2%,0.7,.
Cc1ccc2[nH]c(=O)c(COC(=O)c3cccs3)cc2c1,-0.6%,i,-3.5%,10.4%,-8.5%,-0.7%,4.4%,-0.9,10.6%
NC(=O)c1ccc(NC(=O)CCCNC(=O)c2ccc(Cl)cc2)cc1,0.1%,i,4.1%,-2.3%,1.6%,-0.4%,3.4%,-16.0,3.3%
CC(CCc1ccccc1)NC(=O)c1cccc([N+](=O)[O-])c1 (stereo not given),-1.0%,i,11.4%,-3.1%,-4.0%,0.3%,-12.6%,-1.9,8.0%
Cc1ccc(OCCSc2ncnc3sc(C)c(C)c23)cc1C,0.4%,i,-3.3%,1.7%,11.0%,0.2%,27.6%,1.2,1.6%
CC(c1nc2ccccc2[nH]1)N(C(=O)Cc1csc2ccccc12)c1cccnc1 (stereo not given),-0.8%,i,5.6%,1.2%,.,.,-17.4%,0.1,.
CCN1CCN(C(=O)c2cccc(OC3CCN(S(=O)(=O)N(C)C)CC3)c2)CC1,2.0%,i,-2.5%,-5.3%,1.1%,-1.2%,0.0%,-2.3,-1.0%
Cc1ccc(N=Nc2ccc(O)c(P(=O)(c3ccccc3)c3ccccc3)c2)cc1,0.4%,i,5.1%,-8.7%,?,-20.2%,?,0.3,8.1%
CCOC(=O)C1=C(N)c2ccccc2CC1C(C)C (stereo not given),0.3%,i,?,4.5%,.,-0.1%,?,-3.6,3.9%
Cc1ccc(NC(=O)COC(=O)[C@H](C)N2C(=O)C3CC=CCC3C2=O)cc1S(=O)(=O)N(C)C (stereo not given in full),0.2%,i,-4.3%,4.9%,?,0.8%,?,-1.1,9.9%
COc1ccc(NC(=O)Nc2cccc3c2O[C@H](CN(C)C(=O)Nc2ccc(OC)cc2)[C@@H](C)CN([C@H](C)CO)C3=O)cc1,1.2%,i,-4.3%,-2.0%,18.7%,1.8%,-18.7%,0.2,-3.5%
CCCSc1ccc([C@@H]2[C@H]3C(=O)N(C)C(=O)[C@H]3[C@]3(C(=O)OC)CCCN23)cc1OC,0.4%,i,13.9%,-14.8%,3.5%,-0.4%,2.2%,-3.0,-7.2%
CNC(=O)c1nnn(Cc2ccccc2)c1NC(C)=O,-0.9%,i,2.5%,-3.2%,-3.9%,1.7%,-8.9%,-1.5,-6.4%
O=C(NCCCl)Nc1cc([N+](=O)[O-])ccc1Cl,20.2%,i,-8.9%,-2.0%,-17.3%,0.3%,-0.6%,1.1,-1.4%
NC(=O)c1ccccc1NC(=O)CSc1nc2c(c(=O)[nH]1)CCCC2,3.2%,i,11.6%,4.6%,?,-0.2%,-7.3%,0.2,-0.2%
COc1cc(OC)nc(C(NC(=O)C2CCN(Cc3ccc(N(C)C)cc3)CC2)c2ccc(F)cc2)n1 (stereo not given),-0.4%,i,15.5%,-0.2%,.,.,-0.7%,-0.5,.

# These rows are one share of the data; the hit share may differ from the screen's.
